Compound activity from PubChem BioAssay.
ARFGAP1 inh: inhibits rat ARF GTPase activating protein 1; actives 0.26% (n = 360,000); Arfgap1-stimulated ARF1 GTP hydrolysis, GDP FP detection; Q62848; inhibition, % at 16.5 µM;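 active means inhibition above a per-plate limit, mean inhibition of low control wells plus 3 SD, cut at about 25% in these data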;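 further: 0% = DMSO wells with enzyme and 100% = wells lacking Arfgap1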
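System: truncated rat Arfgap1 GAP domain / Benchmarks: high control wells lacking Arfgap1, low control full reaction with DMSO / Times: compound-enzyme preincubation 20 min, reaction 120 min, detection 60 min, 25 °C / Repeats: one replicate per compound / Also added: human ARF1(Δ1-17)-GTP substrate / Measured by: Tracer-displacement fluorescence polarization with EDTA stop, 620/688 nm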
ASAP1 GAP inh: ASAP1 ArfGAP inhibition; Q9ULH1; ASAP1-stimulated ARF1 GTP hydrolysis, GDP FP detection; inhibition, % at 16.5 µM; actives 0.19% (n = 360,000); in the data active means inhibition above about 25%;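 further: 0% = vehicle with enzyme and substrate and 100% = no enzyme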
SIAE primary: inhibitors of human sialic acid acetylesterase SIAE. AID 1053197. actives 0.69% (n = 370,000). inhibition, % at 9.66 µM. Q9HAT2. SIAE FP-Rh probe binding, fluorescence polarization;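 active means inhibition above a cutoff: mean of compounds within the control limits plus 3 SD of those, cut at about 17% in these data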;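 further: 0% = plate median of compound wells and 100% = probe without SIAE protein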
DDE Tn7 FP inh: inhibitors of Tn7 peptide binding to human fibrin DD(E) | inhibition, % at 8.3 µM | FP displacement of FITC-Tn7 peptide from fibrin DD(E); 0% = median of compound wells per plate | P02675 | actives 0.13% (n = 370,000) | AID 720508;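 active means inhibition above the mean of compounds falling within the control limits plus 3 SD of them, cut at about 14% in these data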;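 further: 0% = plate median of compound wells and 100% = 10 µM Aha-Tn7 peptide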
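Also added: labelled Tn7 tracer, 0.1 µM; Assay system: human fibrin DD(E) protein; Amount: 2 µM fibrin DD(E); Schedule: 10 min compound pre-incubation, 3 h probe incubation at room temperature; Repeats: one replicate per compound; Read-out basis: percent inhibition; Measured by: fluorescence polarization of the labelled Tn7 tracer.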
ADAM10 inh: inhibits human ADAM10. inhibition, % at 7 µM. O14672. actives 0.62% (n = 370,000). recombinant ADAM10, EDANS/DABCYL FRET peptide cleavage, 3 h;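 active means inhibition above a per-campaign cutoff equal to the mean of compounds falling between control-based bounds plus 3 SD, cut at about 20% in these data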;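 further: 0% = DMSO wells while the 100% control is not disclosed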
PLCg1 inh: blocks human PLC-gamma1 enzyme activity | actives 0.84% (n = 370,000) | purified PLC-gamma1, fluorogenic substrate, fluorescence | inhibition, % at 12.2 µM; in the data active means inhibition above about 9.5%
Target sequence (P19174 whole entry, looked up): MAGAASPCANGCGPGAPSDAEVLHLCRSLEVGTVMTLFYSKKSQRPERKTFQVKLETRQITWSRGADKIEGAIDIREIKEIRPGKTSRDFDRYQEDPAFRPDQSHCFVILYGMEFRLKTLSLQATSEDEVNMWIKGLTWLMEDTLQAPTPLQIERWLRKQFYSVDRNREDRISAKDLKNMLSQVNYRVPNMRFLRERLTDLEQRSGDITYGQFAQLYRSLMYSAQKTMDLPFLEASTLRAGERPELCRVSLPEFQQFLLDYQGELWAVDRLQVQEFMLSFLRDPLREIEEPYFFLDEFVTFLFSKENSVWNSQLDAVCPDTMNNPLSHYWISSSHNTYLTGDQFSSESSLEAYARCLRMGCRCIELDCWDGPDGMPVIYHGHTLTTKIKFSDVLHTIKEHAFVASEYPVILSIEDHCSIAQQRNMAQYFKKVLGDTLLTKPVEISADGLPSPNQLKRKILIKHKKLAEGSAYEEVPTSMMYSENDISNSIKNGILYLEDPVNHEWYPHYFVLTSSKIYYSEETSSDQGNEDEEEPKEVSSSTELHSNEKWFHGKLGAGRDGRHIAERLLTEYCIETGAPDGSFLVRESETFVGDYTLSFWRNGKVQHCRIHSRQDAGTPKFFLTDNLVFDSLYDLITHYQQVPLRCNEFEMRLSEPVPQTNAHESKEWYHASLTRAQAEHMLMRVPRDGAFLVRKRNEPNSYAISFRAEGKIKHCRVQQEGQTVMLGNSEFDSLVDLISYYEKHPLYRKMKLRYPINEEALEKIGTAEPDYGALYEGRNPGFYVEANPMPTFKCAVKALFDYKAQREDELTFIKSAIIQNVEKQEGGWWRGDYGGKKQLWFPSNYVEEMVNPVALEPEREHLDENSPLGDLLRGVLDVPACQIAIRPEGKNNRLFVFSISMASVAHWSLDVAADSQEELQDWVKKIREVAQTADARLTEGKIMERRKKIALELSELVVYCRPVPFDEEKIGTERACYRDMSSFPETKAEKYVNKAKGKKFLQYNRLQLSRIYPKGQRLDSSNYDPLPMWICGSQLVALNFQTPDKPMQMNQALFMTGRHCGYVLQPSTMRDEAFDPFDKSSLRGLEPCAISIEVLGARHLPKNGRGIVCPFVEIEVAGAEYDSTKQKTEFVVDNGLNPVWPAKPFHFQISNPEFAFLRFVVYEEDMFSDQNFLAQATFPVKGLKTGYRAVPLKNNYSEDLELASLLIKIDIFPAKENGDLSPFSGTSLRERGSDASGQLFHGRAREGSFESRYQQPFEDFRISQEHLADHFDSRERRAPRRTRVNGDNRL
TDP2 inh: TDP2 (human) inhibition, absorbance primary screen; inhibition, % at 12.8 µM; actives 0.34% (n = 370,000); recombinant TDP2, T5PNP hydrolysis, p-nitrophenol absorbance 415 nm;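 active means inhibition above the mean of all tested compounds plus 3 SD, set per campaign, cut at about 25% in these data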;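 further: 0% = DMSO with enzyme and 100% = buffer with substrate but no TDP2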
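Read-out basis: percent inhibition. System: recombinant human TDP2. Buffer or medium: Mg2+-containing Tris-HCl buffer, pH 7.5. Repeats: single replicate. Timing: reaction 2 h, 37 °C. Benchmarks: high control without enzyme, low control DMSO plus TDP2. Probe or stimulus: 5 mM T5PNP. Doses: 12.8 µM only. Measured by: epi absorbance of p-nitrophenol freed from T5PNP by hydrolysis.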
PLC-beta3 inh: inhibitors of human phospholipase C beta3; Q01970; Purified PLC-beta3, fluorogenic substrate, fluorescence; inhibition, % at 12.2 µM; actives 0.18% (n = 370,000); in the data active means inhibition above about 11%;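 further: 0% = median of compound wells on plate and 100% = full blocker control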
DDE Tn6 FP inh: inhibitors of Tn6 peptide binding to human fibrin DD(E); Fibrin DD(E) TRITC-Tn6 fluorescence polarization displacement; inhibition, % at 8.3 µM; actives 0.21% (n = 370,000); AID 720509;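 active means inhibition above a per-campaign cutoff: mean of compounds within control limits plus 3 SD, cut at about 15% in these data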;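 further: 0% = median of all compound wells on the plate and 100% = blocking peptide control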
ADAM17 inh: inhibitors of human ADAM17. P78536. recombinant ADAM17, EDANS/DABCYL FRET peptide cleavage. inhibition, % at 6.95 µM. actives 0.83% (n = 370,000). AID 720648;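 active means inhibition above the mean of compounds lying between control limits plus 3 SD, set per campaign, cut at about 8.5% in these data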;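 further: 0% = DMSO-only wells as the low control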
* hit, by the source's call; i = inactive; nt = no result given. No enrichment for hits. About 3.6% of those tested had a hit in this group.

SMILES	ARFGAP1 inh	ASAP1 GAP inh	SIAE primary	DDE Tn7 FP inh	ADAM10 inh	PLCg1 inh	TDP2 inh	PLC-beta3 inh	DDE Tn6 FP inh	ADAM17 inh
Cc1ccc(NC(=O)c2sc3ncn(CC(=O)N4CCN(c5ccccn5)CC4)c(=O)c3c2C)cc1Cl	-3	12	-10	2	-3	3	7	-9	5	-3
CC1=C(C(=O)NC(C)C)C2(CCC(C)CC2)OC1=O (stereo not drawn)	-3	-8	0	-3	13	4	-8	5	0	-1
CCN(CC(=O)Nc1ccc(NC(C)=O)cc1)C(=O)c1cccc(S(=O)(=O)N2CCc3ccccc3C2)c1	6	19	5	1	-8	-1	-17	3	3	-5
O=c1[nH]c(=S)[nH]c2nccnc12	-5	7	3	-5	-16	-4	-11	0	-5	-1
O=C(NCCn1cc(SCc2ccccc2)c2ccccc21)c1c(F)cccc1F	4	-2	-3	9	24*	0	1	-3	5	7
CC(C)S(=O)(=O)N1CCN(c2ccnc3cc(Cl)ccc23)CC1	6	0	5	-4	-2	-2	-3	-9	5	-1
COc1ccc(C2NC(=O)N(C)C(C)=C2[N+](=O)[O-])cc1 (stereo not drawn)	7	4	1	2	-8	1	-10	-6	-7	0
CCOC(=O)c1c(C)[nH]c(C(=O)COC(=O)CN2C(=O)C3CCCCC3C2=O)c1C (stereo not drawn)	6	2	4	-3	4	0	5	3	4	-1
COc1ccc(C2C(C#N)=C(N)OC3=C2C(=O)CCC3)cc1Cn1nc(C)c([N+](=O)[O-])c1C (stereo not drawn)	-1	-7	4	0	4	5	-13	3	3	1
CN(C)S(=O)(=O)c1ccc(C(=O)OCC2CCCO2)cc1 (stereo not drawn)	-6	-7	-9	-10	1	2	-3	3	-2	0
Cc1ccnc(NC(=O)CCCNC(=O)c2ccc(Cl)cc2)c1	-10	-4	-2	7	2	3	6	-4	1	1
N#Cc1c(-c2ccc(Cl)cc2Cl)nc2n(c1=O)CCS2	6	-2	-10	7	-1	-11	1	-13	1	-5
O=C(NNc1cc(Cl)ccc1Cl)c1cccnc1Cl	0	-16	4	0	-2	2	-11	-2	2	-4
O=C(CN(C(=O)Cn1nnc(-c2ccccc2F)n1)c1cccc2c1CCCC2)NCc1ccccc1	-2	2	-15	-1	5	0	-1	3	7	0
COc1ccc(CNC(=O)c2ccc(CS(=O)(=O)c3ccc(C)cc3)o2)cc1	8	-5	-7	-3	-3	-4	2	-5	1	-2
O=C(OCc1cccs1)c1ccccc1NS(=O)(=O)c1ccc2c(c1)OCCO2	0	5	-4	7	11	-9	9	-14	1	-2
CCn1c(SCC(=O)N2CCCCC2C)nnc1-c1ccco1 (stereo not drawn)	4	-10	6	0	-6	1	-12	-5	-7	2
COc1ccc(C(CC(=O)N2CCCCC2)C(C)C)cc1 (stereo not drawn)	6	-6	0	8	6	0	9	-5	2	1
Cc1nc(-c2cccnc2)sc1C(N)=O	-1	-8	7	9	-4	0	7	-2	4	-6
Cc1ccc(-n2c(-c3ccc(Br)cc3)c[n+]3c2CCc2ccc4cccnc4c2-3)cc1	0	-17	-6	-4	-28	1	-2	0	-8	-12
O=C(NNC(=O)c1cccc(Br)c1)Nc1ccc(Cl)cc1	-10	-8	2	4	-1	-1	3	-2	4	-1
CN(Cc1cn(CC2CCCCC2)nn1)S(=O)(=O)c1ccccc1Br	nt	nt	-1	-1	0	0	4	1	0	-3
CCCc1cc(-c2n[nH]c(=S)n2CC)cs1	2	6	6	1	-4	-2	-7	-5	0	1
O=C(CCCN1C(=O)c2ccccc2C1=O)Nc1ccccc1	10	-1	5	0	2	2	2	-2	7	-2
Cc1nnc(SCc2cc(=O)[nH]c(=S)[nH]2)s1	2	-16	11	3	2	3	8	-2	9	1
O=C(CN1C2CCC1CC(NC(=O)C1CC1)C2)NCc1ccccc1 (stereo not drawn)	2	-4	4	7	-7	2	-5	0	6	-3
COC(=O)CN1C(=O)[C@H]2[C@@H](c3ccc(C)o3)N3C(=O)CN(CCO)C(=O)[C@@]3(Cc3ccccc3)[C@H]2C1=O	0	-6	0	1	-9	-6	-1	-7	-6	-6
Cc1ccc(-c2cc(C(F)F)n3ncc(C(=O)N4CCc5ccccc54)c3n2)cc1	4	-2	1	0	-5	-1	0	-2	8	3
CC(=O)Nc1sc2c(c1-c1nc3ccccc3s1)CCN(C)C2	nt	nt	-8	7	-264	i	0	i	-2	-82
Cn1nnnc1Sc1ncnc2scc(-c3ccccc3C(F)(F)F)c12	-2	5	-2	1	-1	-1	-8	2	-1	1
CCS(=O)c1ccccc1C(=O)OCC(=O)Nc1cccc(S(=O)(=O)N2CCCCC2)c1 (stereo not drawn)	1	3	-1	2	2	-1	2	1	-1	1
COCCN1CCn2c(nc3cc(NC(=O)c4cccs4)ccc32)C1	5	-4	-11	1	-38	-98	-15	-121	-9	-12
NC(=O)c1ncn([C@@H]2O[C@H](C(=O)O)[C@@H](O)[C@H]2O)n1	-11	-9	3	-2	-7	3	3	3	-3	-5
CC(C)CN(C(=O)COC(=O)c1cnccn1)c1c(N)n(Cc2ccccc2)c(=O)[nH]c1=O	-2	8	2	2	-12	-2	-6	-9	2	-3
Cc1ccc(S(=O)(=O)N2CCOCC2)cc1NC(=O)COC(=O)COc1cccc2c1OC(C)(C)C2	13	-4	1	-8	-4	0	3	-5	-4	-3
Cn1c(SCc2ccccc2F)nc2cccnc21	11	-1	-1	-3	-4	-2	-8	-1	1	-6
CSc1nc(-c2ccc(Cl)cc2)nn1S(=O)(=O)c1ccccc1	-5	4	-6	-2	12	5	-22	2	-2	5
COc1cccc(CNC(=O)C(CC(C)C)NC(=O)c2ccccc2C)c1 (stereo not drawn)	0	3	-5	-2	0	0	-14	0	1	-3
COC(=O)CCn1c(C)cc(C(=O)COc2ccccc2C(N)=O)c1C	10	-6	-1	-5	-7	1	3	-7	-6	-6
O=C(CCCn1c(=S)[nH]c2ccccc2c1=O)NC1CCCC1	0	-6	-8	5	5	4	8	3	2	-2

Random excerpt: 6 compounds from above, in no set order.
SMILES	ARFGAP1 inh	ASAP1 GAP inh	SIAE primary	DDE Tn7 FP inh	ADAM10 inh	PLCg1 inh	TDP2 inh	PLC-beta3 inh	DDE Tn6 FP inh	ADAM17 inh
Cc1ccnc(NC(=O)CCCNC(=O)c2ccc(Cl)cc2)c1	-10	-4	-2	7	2	3	6	-4	1	1
CN(Cc1cn(CC2CCCCC2)nn1)S(=O)(=O)c1ccccc1Br	nt	nt	-1	-1	0	0	4	1	0	-3
O=C(NNc1cc(Cl)ccc1Cl)c1cccnc1Cl	0	-16	4	0	-2	2	-11	-2	2	-4
CCS(=O)c1ccccc1C(=O)OCC(=O)Nc1cccc(S(=O)(=O)N2CCCCC2)c1 (stereo not drawn)	1	3	-1	2	2	-1	2	1	-1	1
COc1ccc(C2C(C#N)=C(N)OC3=C2C(=O)CCC3)cc1Cn1nc(C)c([N+](=O)[O-])c1C (stereo not drawn)	-1	-7	4	0	4	5	-13	3	3	1
O=c1[nH]c(=S)[nH]c2nccnc12	-5	7	3	-5	-16	-4	-11	0	-5	-1

Two successive compounds out of the list so far, for reference:
SMILES	ARFGAP1 inh	ASAP1 GAP inh	SIAE primary	DDE Tn7 FP inh	ADAM10 inh	PLCg1 inh	TDP2 inh	PLC-beta3 inh	DDE Tn6 FP inh	ADAM17 inh
O=C(NNC(=O)c1cccc(Br)c1)Nc1ccc(Cl)cc1	-10	-8	2	4	-1	-1	3	-2	4	-1
CN(Cc1cn(CC2CCCCC2)nn1)S(=O)(=O)c1ccccc1Br	nt	nt	-1	-1	0	0	4	1	0	-3

(further entries)
SMILES	ARFGAP1 inh	ASAP1 GAP inh	SIAE primary	DDE Tn7 FP inh	ADAM10 inh	PLCg1 inh	TDP2 inh	PLC-beta3 inh	DDE Tn6 FP inh	ADAM17 inh
COc1ccc(NC(=O)c2cc3c(C)nn(-c4ccccc4)c3s2)cc1	nt	nt	-31	1	-14	-16	7	-24	-14	3
COc1ccc(C(=O)Nc2ccnn2C2CCN(Cc3ccncc3)CC2)cc1	10	-10	1	8	-1	0	-4	-7	7	3
O=C1CC(=O)Nc2cc(S(=O)(=O)Nc3ccc(Cl)c(C(F)(F)F)c3)ccc2N1	2	-15	8	-2	7	0	1	-7	-3	-1
CC(=O)Nc1ccc(NC(=O)CN(c2cc(Cl)ccc2Cl)S(C)(=O)=O)cc1	-14	-1	-9	3	-15	1	-4	-3	-2	-3
COc1ccc(NC(=S)Nc2ccc(N(C)C(C)=O)cc2)cc1	0	9	-8	1	-10	-1	-4	-4	4	-4
Cc1cc(=O)oc2cc(OCc3ccc(C(=O)OCC(=O)N(C)C4CCS(=O)(=O)C4)cc3)ccc12 (stereo not drawn)	-7	14	0	-4	-75	-5	-6	-18	-3	-33
N#Cc1ccccc1OCc1nnc(-c2ccccc2Br)o1	22	-5	-4	-8	0	3	-1	-10	0	-1
CCO[C@H]1OC(C(=O)N2CCN(Cc3ccccc3)CC2)=C[C@@H](C2CCCCC2)[C@@H]1CCCO	5	2	1	1	4	1	-5	3	-2	1
CCN1C(=O)[C@H]2[C@@H](c3ccc(C)cc3)N3C(=O)N(c4ccc(OC)cc4)C(=O)[C@@]3(Cc3ccccc3)[C@H]2C1=O	4	-4	2	6	-3	2	5	6	3	-2
CCOC1=C2CN(S(=O)(=O)c3ccccc3)[C@@H](c3ccccc3)C[C@H]2[C@H]2C(=O)N(c3ccccc3)C(=O)[C@H]2C1	-15	12	-6	0	13	-14	-1	-23	-3	0
COc1ccc(NC(=O)c2ccc3c(c2)C(=O)N(Cc2ccncc2)C3=O)cc1S(N)(=O)=O	35*	-1	-13	7	-23	5	-6	1	-3	-2
